TEAD-YAP block: TEAD-YAP interaction inhibition; inhibition, % at 9.12 µM; 640,000 tested, 1.4% active; HEK-TIYL cells, TEAD-Gal4/YAP UAS-luciferase luminescence; AID 1259422; in the data active = inhibition above about 32%;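 also: 0% = median of test compound wells and 100% = reference inhibitor wells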
MITF primary: inhibitors of human MITF | AID 1259374 | O75030 | AlphaScreen MITF homodimerization, bead proximity signal | 650,000 tested, 0.91% active | inhibition, % at 2.6 µM; in the data active = inhibition above about 50%;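 also: 0% = vehicle wells with protein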
GPR151 activ: human GPR151 activation; AID 1508602; PathHunter beta-arrestin GPR151 cells, luminescence; activation, % at 11.2 µM; 650,000 tested, 1% active; Q8TDV0; in the data active = activation above about 4.9%;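 also: 0% = median of compound wells and 100% = cells with positive control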
Target sequence (Q8TDV0 whole entry, looked up): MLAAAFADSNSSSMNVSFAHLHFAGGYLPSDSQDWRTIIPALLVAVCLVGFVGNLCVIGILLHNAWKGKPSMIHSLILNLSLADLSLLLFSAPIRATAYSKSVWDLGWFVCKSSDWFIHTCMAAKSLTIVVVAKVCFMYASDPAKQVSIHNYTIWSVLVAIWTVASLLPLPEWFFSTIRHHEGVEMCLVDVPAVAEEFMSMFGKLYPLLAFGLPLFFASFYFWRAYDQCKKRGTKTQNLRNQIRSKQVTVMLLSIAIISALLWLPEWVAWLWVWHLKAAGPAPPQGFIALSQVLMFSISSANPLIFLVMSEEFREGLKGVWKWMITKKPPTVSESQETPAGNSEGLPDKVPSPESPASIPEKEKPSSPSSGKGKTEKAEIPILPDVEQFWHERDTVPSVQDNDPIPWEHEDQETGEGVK
FBW7 activator: human FBW7 E3 ligase activation, primary screen; Q969H0; normalized activity (activation), % at 26.1 µM; 650,000 tested, 0.13% active; AlphaScreen FBW7–phospho-cyclin E peptide binding, activator screen; in the data active = normalized activity above about 1.9%;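 also: purified mutant Fbw7 with reduced substrate affinity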
Target sequence (Q969H0 whole entry, looked up): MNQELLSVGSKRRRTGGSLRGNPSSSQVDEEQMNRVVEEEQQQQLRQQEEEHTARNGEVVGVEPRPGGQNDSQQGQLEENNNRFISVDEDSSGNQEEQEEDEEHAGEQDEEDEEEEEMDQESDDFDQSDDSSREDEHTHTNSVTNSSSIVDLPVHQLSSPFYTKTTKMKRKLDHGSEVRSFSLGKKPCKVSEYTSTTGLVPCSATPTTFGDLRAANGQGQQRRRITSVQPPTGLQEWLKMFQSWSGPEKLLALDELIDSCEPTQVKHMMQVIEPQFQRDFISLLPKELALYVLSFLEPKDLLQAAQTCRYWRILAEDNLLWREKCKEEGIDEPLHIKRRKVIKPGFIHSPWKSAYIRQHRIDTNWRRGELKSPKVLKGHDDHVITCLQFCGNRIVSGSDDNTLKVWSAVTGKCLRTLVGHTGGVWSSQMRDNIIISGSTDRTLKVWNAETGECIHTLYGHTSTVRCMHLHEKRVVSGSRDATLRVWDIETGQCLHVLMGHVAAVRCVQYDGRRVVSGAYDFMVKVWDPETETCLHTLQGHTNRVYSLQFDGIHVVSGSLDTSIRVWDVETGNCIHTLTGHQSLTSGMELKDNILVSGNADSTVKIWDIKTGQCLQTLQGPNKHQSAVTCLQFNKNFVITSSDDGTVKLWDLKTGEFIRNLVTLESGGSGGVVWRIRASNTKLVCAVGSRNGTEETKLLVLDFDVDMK
Starred values were filed as active, the others as inactive; / = no result given. Not a hit list (roughly 3.4% active in at least one column).

SMILES	TEAD-YAP block	MITF primary	GPR151 activ	FBW7 activator
CC1=C(C(=O)Nc2ccccc2)C(c2ccccn2)n2nc(CCCO)nc2N1 (stereo not drawn)	-1	17	0.2	0.5
Cc1sc2nc(CSC(C)C(=O)Nc3nc4c(s3)CN(C)CC4)[nH]c(=O)c2c1C (stereo not drawn)	-4	-16	-0.1	-0.1
CCCCN1C(=O)NC(NC(=O)c2cccnc2)(C(F)(F)F)C1=O (stereo not drawn)	11	-2	0.4	-0.1
Clc1ccccc1/C=N/Nc1cc(N2CCOCC2)ncn1	-31	8	1.9	-0.1
COc1ccc(-c2noc(CC(=O)NCCN3CCOCC3)n2)cc1	-6	3	4.2	0.0
COC(=O)c1cc(NC(=O)CC(=O)c2ccccc2)cc(C(=O)OC)c1	-3	7	0.3	-0.1
Cn1c(=O)cc(SCC(=O)NCCCN2CCCC2=O)c2ccccc21	7	5	-1.4	0.1
COc1cc(OC)nc(N2CCN(C(=O)c3ccccc3N)CC2)n1	-4	-5	4.0	0.0
O=C(O)c1cc(N2C(=O)C3C4C=CC(CC4)C3C2=O)ccc1Cl (stereo not drawn)	16	4	-1.0	0.2
Cc1ccc(NC(=O)CSc2nncn2C)cc1C	-10	2	-1.1	-0.1
O=C(CCCN1Cc2ccccc2C1)c1ccc(F)cc1	6	0	0.6	0.0
COC(=O)CCC(=O)Nc1cc(Cl)ccc1C	1	6	0.2	-0.1
CCOc1cc(C2Oc3nc(SC)nnc3-c3ccccc3N2C(=O)CC)cc(Br)c1OC (stereo not drawn)	-3	0	-1.1	-0.1
COc1ccc(-c2noc(CC(=O)N(C)c3ccc(C)c(C)c3)n2)cc1	-4	-2	0.3	-0.1
CN(C(=O)COc1ccc(Oc2ccccc2)cc1)C1CCS(=O)(=O)C1 (stereo not drawn)	4	5	0.9	-0.1
Cc1ccc(CNC(=O)CCCN2C(=S)NC(C)(C)CC2C)cc1 (stereo not drawn)	4	-5	0.3	0.2
Cc1cc(N2CCC(C)CC2)nc2ccc(NC(=O)CCC(=O)N3CCCCCC3)cc12	-7	6	0.0	0.1
COC(=O)C1=C(C)N(c2cccc(OC)c2)C(=O)/C1=C\c1ccc(O)cc1	-28	15	-1.5	0.2
Cc1cc(C)cc(NC(=O)C2CCN(S(=O)(=O)c3ccc4c(c3)oc(=O)n4C)CC2)c1	-3	-1	0.0	-0.1
O=C(Nc1ccc(-c2noc(-c3ccc(Cl)cc3)n2)cc1)c1ccco1	1	-7	0.8	0.5
COc1cccc(NC(=O)c2ccc([N+](=O)[O-])o2)c1	-8	-1	-0.4	-0.2
CC(=O)Nc1ccc(-c2nc3ncccc3o2)cc1	-42	6	-0.2	0.1
COc1ccc(Nc2cc(NCCc3ccccn3)ncn2)cc1	-36	-4	0.3	0.0
O=C(c1ccccc1F)N1CCN(Cc2ccccc2Br)CC1	1	54*	-0.3	-0.1
CCOC(=O)/C=C/[C@H](CC(C)C)NC(=O)[C@H](CO)NC(=O)[C@@H](NC(=O)c1cccc(O)c1C)C(C)C	/	0	-2.9	/
Further results
SMILES	TEAD-YAP block	MITF primary	GPR151 activ	FBW7 activator
CCNS(=O)(=O)c1cc(Br)cc2c1N(C(=O)CC)CC2	-11	-12	2.2	0.0
CC(C)NC(=O)C1CCN(C(=O)NCc2ccccc2)CC1	6	7	-0.1	0.2
COc1ccc(-n2sc3c(c2=S)-c2cc(C)ccc2N(Cc2ccccc2)C3(C)C)cc1OC	0	0	0.0	-0.2
CCOc1ccc(C(NC(C)=O)c2ccc(OC)c(OC)c2)cc1 (stereo not drawn)	-9	4	-1.6	-0.1
Cc1cc(C)n2ncc(/C(N)=N/O)c2n1	10	11	-0.3	0.1
CCN(c1cccc(C)c1)S(=O)(=O)c1ccc2[nH]cc(C(=O)N3CCCC(C)C3)c(=O)c2c1 (stereo not drawn)	7	-5	2.9	-0.1
COc1cc(OC)cc(-c2nc3n(n2)C(c2ccncc2)C2=C(CCCC2=O)N3)c1 (stereo not drawn)	-7	4	0.7	-0.1
Cc1ccccc1NC(=O)CCCn1sc2ccccc2c1=O	-1	5	0.1	0.2
Cc1cc(C)nc(NS(=O)(=O)c2ccc(NC(=O)c3ccc(F)c(F)c3)cc2)n1	6	15	0.0	-0.2
CC(=O)Cc1nsc(Nc2cccc(C)c2C)n1	4	5	0.5	0.1
COc1cc(C)c(Br)cc1S(=O)(=O)NCc1cccs1	2	10	0.3	0.1
Cc1c(C(=O)Nc2ccccn2)sc2nc[nH]c(=O)c12	-14	-4	1.0	0.0
COc1ccc(CN(CCC(c2ccc3c(c2)OCO3)c2ccccc2OC)C(C)=O)cc1OC (stereo not drawn)	-4	12	-0.8	0.0
O=C(c1cc(COc2ccc(F)cc2F)on1)N1CCCCC1CO (stereo not drawn)	3	-6	-0.6	0.0
Cc1ccc2c(c1)N(CC(=O)Nc1cccc(F)c1)C(=O)C(C)O2 (stereo not drawn)	6	16	0.0	0.1
C=CCN(CC=C)CC(O)COc1ccccc1 (stereo not drawn)	5	37	1.2	0.1
Cc1cc(C)cc(NC(=O)CCN2CCC(C)CC2)c1	4	2	1.1	0.1
CCc1ccc(CNC(=O)C2CCCCC2C(=O)O)cc1 (stereo not drawn)	0	17	0.5	0.3
O=C(CN1CCN(CC(=O)Nc2ccc3c(c2)OCO3)CC1)Nc1ccc(F)cc1	5	-2	0.8	-0.2
CSc1ncccc1C(=O)NCCSCc1ccccc1	3	4	-0.3	0.1
Cc1cc2nc(=S)nc2c2[nH]s[nH]c12	-25	-5	0.3	-0.3
COCCNC(=O)/C(C#N)=C/c1c(Oc2ccccc2Cl)nc2ccccn2c1=O	19	6	-6.2	0.0
O=C(CCCn1c(SCc2cccc([N+](=O)[O-])c2)nc2ccccc2c1=O)NCc1cccc(Cl)c1	-12	-3	0.5	-0.1
Cc1cccc(C2=N/C(=C\c3ccc(OC(F)(F)F)cc3)C(=O)O2)c1	-1	2	-0.9	0.1
CN1CC[C@H](Oc2ccc(C(=O)Nc3ccc4[nH]ncc4c3)cn2)C1	16	6	0.5	-0.2

Entries of single compounds, quoted from the list. Order of values: TEAD-YAP block | MITF primary | GPR151 activ | FBW7 activator
Entry for Cc1cc2nc(=S)nc2c2[nH]s[nH]c12 = -25 | -5 | 0.3 | -0.3
Entry for C=CCN(CC=C)CC(O)COc1ccccc1 (stereo not drawn) = 5 | 37 | 1.2 | 0.1
Entry for Cc1cc(C)nc(NS(=O)(=O)c2ccc(NC(=O)c3ccc(F)c(F)c3)cc2)n1 = 6 | 15 | 0.0 | -0.2
Entry for COc1ccc(CN(CCC(c2ccc3c(c2)OCO3)c2ccccc2OC)C(C)=O)cc1OC (stereo not drawn) = -4 | 12 | -0.8 | 0.0

3 compounds from above, arranged by number of heavy atoms, lowest first:
SMILES	TEAD-YAP block	MITF primary	GPR151 activ	FBW7 activator
CN1CC[C@H](Oc2ccc(C(=O)Nc3ccc4[nH]ncc4c3)cn2)C1	16	6	0.5	-0.2
Cc1cc(C)nc(NS(=O)(=O)c2ccc(NC(=O)c3ccc(F)c(F)c3)cc2)n1	6	15	0.0	-0.2
COc1cc(OC)cc(-c2nc3n(n2)C(c2ccncc2)C2=C(CCCC2=O)N3)c1 (stereo not drawn)	-7	4	0.7	-0.1

(list continues)
SMILES	TEAD-YAP block	MITF primary	GPR151 activ	FBW7 activator
COc1ccc(C2CC(C(F)(F)F)n3nc(C(=O)Nc4sc5c(c4C#N)CCC(C)C5)cc3N2)cc1OC (stereo not drawn)	-1	10	0.4	-0.1
O=C(CN1C(=O)CC(c2ccco2)Sc2ccccc21)Nc1ccc(F)cc1 (stereo not drawn)	6	-12	0.0	0.2
Cc1cc(C)c(C(=O)N2CCC[C@@H]3CN(Cc4cccs4)CC[C@H]32)[nH]1	4	-7	1.0	0.3
CCOC(=O)C(C)(C)N(Cc1cccc(Cl)c1)S(=O)(=O)c1ccc([N+](=O)[O-])cc1	-26	10	-0.7	-0.2
CCC1=Nc2cc(C(=O)O)ccc2Sc2ccccc21	0	7	0.8	0.1
O=C1CSC(c2ccccc2Br)N1c1ccc(F)cc1F (stereo not drawn)	13	2	0.2	0.3
Cc1cc(Cl)ccc1NC(=O)CN(Cc1ccccc1)S(C)(=O)=O	1	17	0.4	0.2
Cc1cccc(OCCCC(=O)NCc2ccco2)c1C	-3	-5	3.7	-0.2
CC(C)CC(NC(=O)c1ccco1)c1nc2cccnc2n1C(C)C (stereo not drawn)	9	-2	-0.8	0.0
CC(=O)N/C(=C\c1ccc(F)cc1)C(=O)N(C)C	11	-6	1.0	0.2
Fc1ccccc1COc1ccc(-c2nc(-c3ccccc3)c(-c3ccccc3)[nH]2)cc1	0	-12	-0.4	-0.2
OCCNc1nc(Nc2cccnc2)nc2nc[nH]c12	-3	12	-0.5	0.3
O=C(CCl)c1ccc2c(c1)CCCC2	-7	-5	2.2	-0.3
Cc1c(C(=O)O)sc2nc3n(c(=O)c12)CCC(C)CC3 (stereo not drawn)	-1	-2	1.8	0.1
COc1ccc(C(=O)NCc2ccc(C)s2)cc1OC1CCN(C(C)C)CC1	5	2	0.4	0.0
CCOC(=O)c1c(C)[nH]c(C(=O)N2CCC(C(N)=O)CC2)c1C	1	-5	-1.4	0.4
Cc1ccc(-c2c(C#N)c(N)nc3c2CC(C)CC3)o1 (stereo not drawn)	-9	-22	0.2	0.0
Cc1cc(C)c(S(=O)(=O)Nc2ccc3oc4c(c3c2)C(=O)CCC4)c(C)c1	1	-15	-0.2	-0.2
COc1ccccc1-c1csc(NC(=O)c2cc([N+](=O)[O-])ccc2Cl)n1	34*	-3	0.9	0.0
CCOC(=O)c1c(NC(=O)C(C)Sc2nnc(CNC(=O)c3ccccc3C(F)(F)F)n2C)sc2c1CCCCC2 (stereo not drawn)	-2	4	1.1	0.0
COCCN(C(=S)Nc1ccccc1F)C1CCN(C(C)C)CC1	2	19	-0.6	0.2
Cc1ccc(C)c(CN2CCC(CNC(=O)Nc3ccc4c(c3)OCCO4)CC2)c1	-4	-1	0.0	-0.3
COc1cccc(Nc2nc(C)nc3sc4c(c23)CCCC4)c1	-12	15	-0.9	0.0
Cc1ccc(OCCN2CCOCC2)c(Cl)c1	-4	-7	1.7	-0.1
O=C(CCCOc1ccc(Cl)cc1Cl)NNC(=S)NCC1CCCO1 (stereo not drawn)	3	-8	-0.1	0.5

Three records picked at random from the list so far:
SMILES	TEAD-YAP block	MITF primary	GPR151 activ	FBW7 activator
Cc1cc(C)c(S(=O)(=O)Nc2ccc3oc4c(c3c2)C(=O)CCC4)c(C)c1	1	-15	-0.2	-0.2
O=C(CN1C(=O)CC(c2ccco2)Sc2ccccc21)Nc1ccc(F)cc1 (stereo not drawn)	6	-12	0.0	0.2
O=C1CSC(c2ccccc2Br)N1c1ccc(F)cc1F (stereo not drawn)	13	2	0.2	0.3

Carrying on:
SMILES	TEAD-YAP block	MITF primary	GPR151 activ	FBW7 activator
Cn1c2ccccc2c2nnc(SCC(=O)NCc3ccc4c(c3)OCO4)nc21	7	-4	1.3	0.0
Cc1ccc(Nc2nc(Cl)nc(NC(C)C)n2)cc1	-37	-4	1.9	-0.1
Cc1c(NC(=O)CC(C)(C)C)cccc1[N+](=O)[O-]	3	8	-0.3	0.0
Nc1c(C(=O)C2CC2)sc2sc(C(=O)C3CC3)c(N)c12	-4	1	0.7	-0.2
Cc1cc(C)cc(C(=O)NC(=S)Nc2nccs2)c1	14	14	-2.3	0.2
CCOc1ccc(/C=C/C(=O)O)c2ccccc12	2	-5	0.0	-0.1
CCOC(=O)C(OC(=O)c1cc(=O)[nH]c2ccccc12)c1ccccc1 (stereo not drawn)	5	7	0.1	0.0
Cc1cc(/C=N/n2cnnc2)c(C)n1-c1ccc(Cl)cc1Cl	6	2	5.3*	-0.1
N#Cc1ccc(-c2csc(NC(=O)CN3C(=O)CCC3=O)n2)cc1	8	-1	2.3	-0.1
Cc1cc(C)c(NC(=O)C2CCN(c3nnnn3-c3ccccc3)CC2)c(C)c1	4	15	-0.5	0.6
COCCCNC(=O)CSc1nnc2nc(C)cc(C)n12	2	-1	-0.8	-0.3
CCN(CC)S(=O)(=O)c1cccc(C(=O)OCC(=O)c2ccc3c(c2)OCCO3)c1	-6	0	-1.9	0.6
CC(C)C[C@H]1NC(=O)[C@@H]2C[C@H](NC(=O)OCc3ccccc3)CN2C1=O	13	15	-1.5	0.8
CN(C)c1ccc(C2CC(c3cccc(NS(C)(=O)=O)c3)=NN2S(C)(=O)=O)cc1 (stereo not drawn)	-9	4	-1.0	-0.1
O=S(=O)(c1ccccc1F)N1CCC(CO)(Cc2cccc(C(F)(F)F)c2)CC1	-2	-3	1.0	-0.1
CC(C)CC(=O)Nc1ncc2c(n1)CC(C)(C)CC2=O	-23	3	-0.5	0.3
CC1CCCCN1S(=O)(=O)c1ccc2c(c1)NC(=O)CO2 (stereo not drawn)	-8	9	-1.2	0.0
CC1=C(C=NC(C)c2ccccc2)CN(c2ccc([N+](=O)[O-])cc2)N1 (stereo not drawn)	-15	8	-4.3	-0.1
O=C(NCc1ccc2c(c1)OCO2)c1cc2n(n1)C(C(F)(F)F)CC(c1ccc(Cl)cc1)N2 (stereo not drawn)	5	-1	1.3	0.7
CCNc1nccc(Nc2ccc(N3CCOCC3)cc2)n1	-2	16	-1.8	0.7
CS(=O)(=O)N1CCN(CCS(=O)(=O)c2ccccc2)CC1C(=O)N1CCCC1 (stereo not drawn)	-3	-13	-0.1	0.1
Cn1nc(C(=O)Nc2cccc(Cl)c2)c2c1-c1ccccc1OC2	-27	10	0.8	-0.1
Cc1ccc(Oc2ccc(C#N)cc2)cc1C	10	-13	-1.2	0.1
Cc1ncoc1C(=O)NCc1nc(NCCCc2ccccc2)c2ccccc2n1	14	-3	-0.9	-0.2
CN1C(=O)C(=Cc2ccc(OCC(=O)O)c(Cl)c2)C(=O)N(C)C1=S	5	11	2.2	-0.1
